Source: PubChem (National Center for Advancing Translational Sciences (NCATS))
HepG2 viability: counter-screen for TGF-b inhibitors: cytotoxicity in HepG2 cells. HepG2 CAGA-GFP viability, ATP luminescence, 18 h. Potency, µM (series often up to 46.1 µM), inactives show top-dose activity change, negative = cytotoxicity, actives largely listed as cytotoxic. hit rate 0.76% among 410,000. AID 588856; also: potency is read from the fitted curve at half-maximal effect; some results filed as inactive show a strong effect at the top dose
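CellTiter-Glo luminescence gave cytotoxicity after 18 hours at 37 degrees C. The cells were HepG2 CAGA-GFP in 1% FBS DMEM, stimulated with 500 pg/mL TGF-beta after compound addition. %Activity was normalised to no-cell wells (complete cell-killing) and DMSO (no toxicity), and curves were fitted and classified.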
Nrf2 ARE act: activates Nrf2 signaling; AREc32 ARE-luciferase reporter (MCF7-derived line), luminescence, 24 h; Potency, µM (titrated, usually from 46.1 µM), inactives show at the top dose activation, actives largely listed as activators; hit rate 0.31% among 410,000; AID 624171; also: potency is read from the fitted curve at half-maximal effect; % of control where 0% means no effect; nearly all actives have a fitted effect of over 65% in size
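Nrf2 activation is followed as ARE-luciferase induction in the AREc32 line after one day of compound treatment; luminescence is read with Steady-Glo.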
S2 tox: cell viability loss in ATXN counter-screen | S2 cells (HEK-293 line with an ATXN2-luciferase reporter) viability, CellTiter-Fluor protease fluorescence, 24 h | Potency, µM (doses to about 56.7 µM), usual class: cytotoxic | hit rate 0.49% among 400,000; also: potency is read from the fitted curve at half-maximal effect; nearly all actives have a fitted effect of over 40% in size
Akt phos inh: blocks phosphorylation of Akt; Neuro2A IGF-stimulated pAkt S473 HTRF, 20 min; stronger effect = lower value; activity change, % for hits at 50 µM; hit rate 0.32% among 360,000; AID 651550; in the data active = activity change below about -80%; inconclusive = mostly about -51% to -80%; also: % is scaled to controls: 0 for no effect and ±100 for the full control effect
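Neuro2A cells in DMEM with 0.5% FBS, overnight at 37 deg C, given compound at single 50 µM final, then IGF (6 nM final) for 20 min at 37 deg C. Lysed; phospho-Akt Ser473 by HTRF after 24 h, 665/615 ratio.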
CCT chaperon mod: cytosolic chaperonin activity modulation; AID 651819; hit rate 0.3% among 360,000; activity change, % (no concentration beside the values), hits read low; purified chaperonin ATPase assay, HTRF ADP detection, 30 min; in the data active = activity change below about -30%; also: % is scaled to controls: 0 for no effect and ±100 for the full control effect
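ATPase activity: ADP formed was measured by HTRF Transcreener (665/615 nm ratio) after 30 min at 37 deg C with 10 uM ATP. Compounds screened at one 76 uM concentration against 40 or 20 nM TRiC in Tris pH 7.4/KCl/MgCl2/DTT buffer.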
A549 tox: kills or reduces viability of A549 cells in Nrf2 counter-screen; A549 ARE-Fluc cells, CellTiter-Fluor viability, 18-24 h; Potency, µM (top dose mostly 46 µM), for the others: at the top dose activity change, negative = cytotoxicity, most hits filed as inhibitors; hit rate 0.16% among 390,000; AID 504648; also: potency is read from the fitted curve at half-maximal effect; % is scaled to controls: 0 for no effect and ±100 for the full control effect
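Cytotoxicity counterscreen: CellTiter-Fluor fluorescence was measured in A549 ARE_Fluc cells after 18-24 h of compound exposure in a concentration series. The subsequent BugLite luminescent read reports ARE-luciferase activity.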
Mm-Cpn inhibitor: inhibitors of Methanococcus maripaludis chaperonin (MmCpn); purified Mm-Cpn ATPase, ADP Transcreener TR-FRET; Potency, µM (series often up to 76.9 µM), for the others: at the highest dose activity, negative = inhibition, most hits filed as inhibitors; hit rate 0.031% among 330,000; also: potency is read from the fitted curve at half-maximal effect; % is scaled to controls: 0 for no effect and ±100 for the full control effect; nearly all actives have a fitted effect of over 80% in size
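Inhibition of chaperonin ATP hydrolysis is measured as reduced ADP production, detected by competitive TR-FRET in which signal falls with ADP. Final enzyme 25 nM and ATP 10 uM, reacted 30 min at 37°C.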
Nrf2 block: Nrf2 pathway inhibition | A549 ARE-Fluc reporter, luciferase luminescence, 18-24 h | Potency, µM (top dose mostly 46 µM), for the others: top-dose activity change, negative = inhibition, most hits filed as inhibitors | hit rate 2.1% among 360,000 | AID 504444; also: potency is read from the fitted curve at half-maximal effect; % is scaled to controls: 0 for no effect and ±100 for the full control effect; nearly all actives have a fitted effect of over 60% in size
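In this cell-based qHTS, ARE-driven firefly luciferase in A549 cells reports Nrf2 activity; the luminescent signal after BugLite lysis is the measured value, with a prior CellTiter-Fluor read for cell health.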
TGFb inhibitor: inhibitors of TGF-b signaling; hit rate 1.2% among 410,000; Potency, µM (series often up to 46.1 µM), for inactives: at the top dose activity, negative = inhibition, usual class: inhibitors; HepG2 CAGA-GFP TGF-b/SMAD3 reporter, GFP fluorescence, 18 h; TGF-beta stimulated, 500 pg/mL final; also: potency is read from the fitted curve at half-maximal effect; % is scaled to controls: 0 for no effect and ±100 for the full control effect; nearly all actives have a fitted effect of over 65% in size
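Read-out: total well GFP (ex488/em500-530) summed from mean per-cell fluorescence. Cells: HEPG2 CAGA-GFP, 1% FBS DMEM, 18 h at 37 degrees C with 500 pg/mL final TGF-beta. Unstimulated wells served as the full-inhibition control; stimulated DMSO wells = 0%.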
The depositor's hits bear a star; i = inactive; ? = inconclusive; / = no result given; [ ] = another dose, or the depositor's remark. Unless noted, calls follow the shape of the dose curve; as a rule, active = well fitted curve in the direction sought with a large enough effect; inconclusive = small, poorly fitted or top-dose-only effect, or another doubt; inactive = no such curve, though single readings can be large; an effect the other way counts as inactive or inconclusive.

Value order – HepG2 viability | Nrf2 ARE act | S2 tox | Akt phos inh | CCT chaperon mod | A549 tox | Mm-Cpn inhibitor | Nrf2 block | TGFb inhibitor
1) CC(=O)Nc1ccc(C(=O)CN2CCN(c3ccccc3)CC2)cc1
  -19% | -0.1% | i | i | -2.2 | -1% | 0% | 18% | -19%
2) CCOC(=O)C1=C(COC(=O)c2cc(OC)c(OC)cc2[N+](=O)[O-])NC(=O)NC1C (stereo unspecified)
  -25% | 2.4% | i | i | -0.7 | -3% | -1% | 2% | 0%
3) COc1cccc(CNC2CCCC2)c1
  -18% | -0.1% | i | i | 0.3 | 0% | 1% | / | 14%
4) O=C(Cn1ccc([N+](=O)[O-])n1)N1CCCCC1
  13% | 0.1% | ? | i | -4.2 | 2% | -2% | -7% | 26%
5) Cc1cc2nc(CCN(C(=S)NCC(C)C)C3CCCC3)[nH]c2cc1C
  -34% | 0.1% | ? | i | -1.0 | ? | -3% | ? | -10%
6) O=C(COC(=O)/C=C/c1cccc(Cl)c1)Nc1cccc(S(=O)(=O)NC2=NCCC2)c1
  -9% | 0.1% | i | i | 0.0 | 8% | -1% | -2% | -4%
7) Cn1c(=O)n(CC(=O)Nc2cccnc2)c2ccccc21
  -11% | -0.4% | i | / | -1.2 | 0% | / | / | -20%
8) Cc1nc(N2CCOCC2)c2c(C(=O)N3CCN(c4ccc(Cl)cc4)CC3)c(C)oc2n1
  -19% | 0.6% | / | / | / | 10% | / | 5% | -16%
9) O=C(CCc1nc2ccccc2[nH]c1=O)N/N=C/c1ccccc1
  1% | -0.9% | i | i | -1.1 | 5% | 2% | 3% | -18%
10) COCc1cc(=O)n2[nH]c(-c3cccs3)cc2n1
  6% | 4.2% | i | i | -0.6 | 2% | -6% | -8% | 37%
11) O=C(O)c1ccc(N/N=C/C(Br)=C/c2ccccc2)cc1
  -19% | ? | i | i | -0.6 | ? | -2% | ? | -30%
12) CN(C)c1ccc(NC(=O)COC(=O)c2cc(=O)c3ccccc3o2)cc1
  0% | -0.1% | i | i | -6.6 | 5% | 0% | 0% | -2%
13) CCNC(=O)c1cnc2sc(N3CCC(C)CC3)nn2c1=O
  2% | 0.3% | i | / | / | 8% | / | ? | -11%
14) O=c1c(Cc2c(F)cccc2Cl)c(O)ccn1CC1CCCO1 (stereo unspecified)
  -1% | -0.6% | i | i | 0.4 | -4% | 2% | 18% | 5%
15) CCOC(=O)c1cc(CN2CCOCC2)oc1-c1ccccc1
  4% | 0.0% | i | i | -0.7 | 3% | -3% | 7% | 0%
16) COc1ccc(NC(=O)CSc2nc3ccccc3nc2N2CCCC2)cc1Cl
  -17% | 5.3% | i | i | -1.0 | -9% | -7% | -7% | -10%
17) O=C(NC(=S)N1CCN(C/C=C/c2ccccc2)CC1)c1ccco1
  21% | -0.2% | i | i | -0.4 | 2% | 0% | -1% | -14%
18) OC[C@@H]1CN(Cc2ccc3c(c2)OCO3)C[C@H](n2cnc3c(NC4CCCC4)ncnc32)O1
  -3% | 0.1% | i | i | 0.5 | / | / | / | 13%
19) C=CCN(CC(=O)NCc1ccc(F)cc1)C(=O)c1csnn1
  1% | 0.2% | i | i | 1.4 | 2% | -2% | 11% | 3%
20) Cn1cnc(C(=O)N2CCN(c3ccccc3)CC2)c1C(=O)N1CCN(c2ccccc2)CC1
  -3% | -0.6% | i | i | -7.5 | -1% | 0% | ? | -15%
21) O=C(c1ccco1)N1CCN(C2CCCC2)CC1
  4% | 0.2% | ? | i | -5.6 | -6% | 1% | 8% | -5%
22) O=C1CCC(=O)N1c1ccc(NCc2ccccc2Cl)c([N+](=O)[O-])c1
  0% | -0.5% | i | i | -0.3 | -28% | -4% | -21% | -11%
23) Cc1ccc(-c2nc(N)sc2CC(=O)OCC(=O)NC2CCCC(C)C2C)cc1 (stereo unspecified)
  -4% | -0.5% | i | i | -1.2 | 2% | -5% | 2% | -10%
24) COc1ccccc1CN(Cc1cc2cc(C)ccc2[nH]c1=O)Cc1nnnn1Cc1ccco1
  9% | 8.3% | i | i | -2.3 | ? | -6% | / | ?
25) CC1CCCCN1C(=O)CSc1nnc(-c2ccc(Cl)s2)o1 (stereo unspecified)
  -21% | 5.4% | i | i | 1.9 | 0% | -23% | ? | 3%
26) S=C(NCCSCc1ccc(Cl)c(Cl)c1)Nc1ccccc1
  -52% | -0.7% | i | i | -1.2 | -5% | / | ? | ?
27) O=C(C=Cc1ccccc1)c1cc(Br)ccc1O
  -3% | ? | i | i | 0.9 | 0% | / | ? | -5%
28) Cc1ccc(NC(=O)CSc2nc3ccc(Br)cc3[nH]2)c(C)c1
  -57% | 5.1% | / | / | / | -6% | / | ? | ?
29) CC1CCCCC1NC(=O)COC(=O)C12CC3CC(CC(Cl)(C3)C1)C2 (stereo unspecified)
  3% | -0.5% | i | i | -0.4 | -2% | 0% | 6% | 4%
30) CCCc1cc(=O)[nH]c(SCc2nc(-c3ccccc3)no2)n1
  -14% | -0.9% | / | / | / | -3% | / | / | -23%
31) C#CCOCCOCCOCCNc1nc(N2CCN(C(=O)CCCCCCCCCCNC(=O)[C@H]([C@@H](C)CC)n3cc(CCCCCN)nn3)CC2)nc(N2CCN(C(=O)CCCCCCCCCCNC(=O)[C@H](CO)n3cc(CCCCCN)nn3)CC2)n1
  14µM* | -5.6% | 22µM* | i | -8.9 | ? | 3% | -25% | ?
32) CCC(Sc1ncccc1C(=O)OC(C)C)C(=O)NCc1ccco1 (stereo unspecified)
  2% | 20% | i | i | 0.1 | 9% | 1% | / | -8%
33) O=C(Cc1cccc(NC(=O)C2CCCN(C(=O)C3CCCCC3)C2)c1)Nc1cccc(C(=O)N2CCCCC2)c1 (stereo unspecified)
  -21% | -0.8% | i | i | 0.2 | 0% | / | -2% | -26%
34) CN(C)c1nc(N)ncc1-c1ccc(Oc2ccccc2)cc1
  -54% | 1.2% | i | i | -0.9 | 2% | -1% | -1% | -1%
35) O=C(NCCNCc1ccccc1)c1ccco1
  -5% | 4.0% | i | i | 0.5 | -23% | / | ? | 7%
36) Cc1cccc(C)c1-n1nnnc1-c1nc2cc3ccccc3cc2[nH]c1=O
  / | 0.0% | ? | i | 0.5 | / | / | / | /
37) C=CCNC(=O)CC(=O)N/N=C/c1cccs1
  -7% | -0.4% | i | i | 1.5 | 3% | 1% | 17% | -1%
38) O=C(c1ccccc1F)N1CCC(c2nc3c(nnn3Cc3cccc(F)c3)c(=O)[nH]2)CC1
  -1% | -1.2% | / | / | / | -17% | / | -17% | 22%
39) CCOCCc1nnc(NC(=O)c2ccc(OC)c(OC)c2)s1
  -2% | 3.6% | i | i | 0.0 | -4% | -4% | -13% | 10%
40) O=C(Cn1nnc(-c2ccncc2)n1)N1CCc2ccccc21
  8% | -0.3% | i | i | -1.3 | 1% | 1% | -15% | 4%
41) CN(CC(=O)Nc1ccccc1F)CC(=O)Nc1ccc(F)c(F)c1F
  8% | 0.3% | i | i | 0.5 | 10% | 1% | 13% | 0%
42) NC(=O)NC(CC(=O)NNC(=O)c1ccccn1)c1ccc(Cl)cc1 (stereo unspecified)
  -5% | -0.8% | i | i | -1.6 | -1% | -1% | -14% | -5%
43) Cc1ccc(CNC(=O)CN(C)S(=O)(=O)c2cccc3cccnc23)cc1
  3% | 0.3% | i | i | -2.9 | 7% | -2% | -8% | -20%
44) COc1ccc(CCNC(=O)c2ccccc2NS(=O)(=O)c2c(F)cccc2F)cc1
  -8% | -0.7% | i | i | 1.6 | 0% | 1% | ? | -8%
45) Cc1cc(C)cc(N(CCC#N)C(=O)COC(=O)CN2C(=O)NC(C)(C)C2=O)c1
  -20% | -0.1% | i | i | 0.2 | 0% | -3% | -13% | -23%
46) N#CC(C#N)=C1C=CC=CN1/C(=C\c1ccccc1)C(=O)c1cccs1
  -18% | 18% | i | i | -1.9 | 1% | -12% | -11% | -16%
47) C=CCN(c1ccc(C(=O)Nc2ccc(C)c(C)c2)cc1)S(C)(=O)=O
  -21% | 1.4%[9.22 µM] | i | i | -1.6 | 0% | 0% | -14% | -33%
48) CC(NC(=O)c1ccccc1F)c1nnc(SCC(=O)NC2CCCC2)n1C (stereo unspecified)
  9% | 0.2% | i | i | -3.5 | 6% | 0% | 3% | 3%
49) NS(=O)(=O)c1ccc(N2N=C(c3ccccc3)CC2c2cccc(Br)c2)cc1 (stereo unspecified)
  -76% | -2.5% | i | i | -0.9 | -16% | -10% | ? | ?
50) CC(=O)Nc1ccc(C(=O)COC(=O)Cc2ccsc2)c(F)c1
  11% | 3.2% | i | i | 1.4 | 17% | 1% | 14% | -5%

Remaining list, next part
Value order – HepG2 viability | Nrf2 ARE act | S2 tox | Akt phos inh | CCT chaperon mod | A549 tox | Mm-Cpn inhibitor | Nrf2 block | TGFb inhibitor
51) CCOC(=O)C1CCCN(C(=O)c2ccc(OCC)cc2)C1 (stereo unspecified)
  -1% | -0.8% | i | i | 1.3 | / | 1% | 12% | 0%
52) COc1ccccc1N1CCN(C(=O)c2cc(-c3ccccc3)nc3c2cnn3C(C)C)CC1
  6% | -1.0% | i | i | 0.4 | / | / | / | -14%
53) COC(=O)c1cc2sc(C)cc2n1Cc1nc(-c2cccc(Br)c2)oc1C
  6% | 1.0% | / | / | / | 0% | / | 11% | /
54) CCNc1nc(NCc2ccc(F)cc2)c2cnn(C)c2n1
  -16% | -0.1% | i | / | / | 2% | / | / | 2%
55) CCN1C(=O)c2ccccc2Sc2ccc(NC(=O)N3CCN(c4cc(C)ccc4C)CC3)cc21
  -35% | -0.3% | / | / | / | 3% | / | ? | ?
56) COc1cc(CC(=O)OCC(=O)NC2CCCC2)cc(OC)c1OC
  10% | 0.1% | i | i | -2.9 | 0% | 2% | 5% | 13%
